High-throughput results from PubChem BioAssay.
IMP-1 inh = inhibitors of Pseudomonas aeruginosa IMP-1 metallo-beta-lactamase. actives 0.45% (n = 290,000). inhibition, % at 5.6 µM. purified IMP-1, nitrocefin hydrolysis, epi-absorbance fluorescence. AID 1556;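 active = inhibition above the mean plus 3 SD of all compounds in the same screening run, cut at about 4.5% in these data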;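 note: 0% = IMP-1 with DMSO and 100% = DMSO wells lacking enzyme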
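System: Purified recombinant IMP-1 metallo-beta-lactamase enzyme | Measured by: Fluorescence quenching readout, ex 480/em 530 nm | Replication: Singlicate | Incubation: 15 min preincubation plus 25 min reaction at 25 °C | Evaluation: Percent inhibition from optical density relative to buffer-blank wells | Benchmarks: DMSO with and without IMP-1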
VIM-2 inh = inhibitors of Pseudomonas aeruginosa VIM-2 metallo-beta-lactamase; inhibition, % at 5.6 µM; actives 0.89% (n = 290,000); purified VIM-2, nitrocefin hydrolysis, epi-absorbance fluorescence;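 active = inhibition above the mean of all tested compounds plus 3 SD, cutoff set per screening run, cut at about 7.5% in these data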;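 note: red hydrolysis product quenches plate fluorescence so inhibitors raise well fluorescence; 0% = enzyme with DMSO and 100% = DMSO without enzyme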
V1R ag counter = V1a receptor agonism, counter-screen for OXTR agonists; CHO-V1R cells, Fluo-8 calcium fluorescence, agonist mode; 0% DMSO, 100% 3 nM vasopressin; activation, % at 3 µM; actives 0.25% (n = 320,000); AID 2797; P37288;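 active = activation above the mean activation of all tested compounds plus 3 SD, per screening run, cut at about 20% in these data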;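 note: signal is peak over basal fluorescence ratio across a 100 second FLIPR read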
Target sequence (P37288 whole entry, looked up): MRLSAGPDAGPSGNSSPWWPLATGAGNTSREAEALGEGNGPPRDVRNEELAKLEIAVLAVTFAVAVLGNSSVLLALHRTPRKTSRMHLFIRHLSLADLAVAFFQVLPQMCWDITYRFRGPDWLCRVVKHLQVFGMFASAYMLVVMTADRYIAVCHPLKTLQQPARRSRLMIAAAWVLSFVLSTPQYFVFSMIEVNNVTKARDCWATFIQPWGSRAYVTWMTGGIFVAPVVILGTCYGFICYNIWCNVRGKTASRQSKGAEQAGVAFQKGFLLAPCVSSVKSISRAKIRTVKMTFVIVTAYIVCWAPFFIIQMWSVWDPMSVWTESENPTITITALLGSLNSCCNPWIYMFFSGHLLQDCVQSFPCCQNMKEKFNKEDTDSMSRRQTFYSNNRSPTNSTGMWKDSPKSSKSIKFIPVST
GPR7 antagonist = antagonists of human GPR7 (neuropeptides B/W receptor 1); inhibition, % at 4.4 µM; actives 1.1% (n = 290,000); GPR7-expressing cells, fluorescence antagonist assay; P48145; in the data active = inhibition above about 16%, passing the limit was not always enough;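 note: cells stimulated with the agonist NPW; 0% = agonist with vehicle and 100% = vehicle without agonist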
Target sequence (P48145 whole entry, looked up): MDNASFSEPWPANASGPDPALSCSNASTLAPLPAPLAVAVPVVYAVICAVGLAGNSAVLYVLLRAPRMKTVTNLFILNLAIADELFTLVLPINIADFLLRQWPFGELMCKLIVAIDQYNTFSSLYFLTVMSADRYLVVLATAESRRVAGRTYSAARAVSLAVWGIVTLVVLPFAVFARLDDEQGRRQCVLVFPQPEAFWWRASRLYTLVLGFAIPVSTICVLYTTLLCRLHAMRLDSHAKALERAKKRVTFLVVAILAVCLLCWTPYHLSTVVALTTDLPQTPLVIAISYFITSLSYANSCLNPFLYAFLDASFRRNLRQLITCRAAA
PHOSPHO1 inh = blocks human PHOSPHO1 phosphatase activity | Q8TCT1 | recombinant PHOSPHO1, absorbance phosphatase assay | inhibition, % at 13.3 µM | actives 1.1% (n = 290,000); in the data active = inhibition above about 60%
GalR3 antag = human GalR3 antagonism | inhibition, % at 3 µM | actives 0.44% (n = 360,000) | O60755 | HEK293 GalR3-CNG cAMP membrane potential fluorescence; galR3 body fused to GalR1 C-terminus;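 active = inhibition above the screen-wide average plus 3 SD, cut at about 13% in these data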;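 note: forskolin and galanin both at EC90 stimulate the cells; cAMP rise reported by CNG channel membrane potential dye signal; 0% = forskolin plus galanin with DMSO and 100% = forskolin alone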
Target sequence (O60755 1-299 limits assumed): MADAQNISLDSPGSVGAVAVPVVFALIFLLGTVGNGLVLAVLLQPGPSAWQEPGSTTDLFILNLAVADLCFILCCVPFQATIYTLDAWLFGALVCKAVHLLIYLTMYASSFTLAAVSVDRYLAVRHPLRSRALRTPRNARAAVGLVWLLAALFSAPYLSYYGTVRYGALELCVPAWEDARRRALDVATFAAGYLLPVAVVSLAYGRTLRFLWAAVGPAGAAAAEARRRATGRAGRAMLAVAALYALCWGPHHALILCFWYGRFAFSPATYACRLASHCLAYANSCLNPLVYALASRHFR
HCV NS3 hel inh = HCV NS3 helicase inhibition. NS3 helicase DNA unwinding, Cy5 molecular beacon fluorescence. inhibition, % at 10.9 µM. actives 0.56% (n = 290,000);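 active = inhibition above the mean of all tested compounds plus 3 SD, set per campaign, cut at about 35% in these data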;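 note: 0% = DMSO wells and 100% = thioflavine S control wells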
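Measured by: Cy5 fluorescence, 0 and 60 min reads / Assay system: NS3 helicase fragment of HCV / Control set: low DMSO, high thioflavine S at 110 µM / Times: 1 h reaction at 25 °C, ATP-initiated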
OXTR agonist = activates the human oxytocin receptor | P30559 | CHO-OTR cells, Fluo-8 calcium fluorescence; normalized: DMSO 0%, oxytocin 100% | activation, % at 3 µM | actives 0.32% (n = 320,000) | AID 2435;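 active = activation above the mean of all tested compounds plus 3 SD, cutoff set per screening run, cut at about 20% in these data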;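 note: peak over basal fluorescence ratio from a 100 s FLIPR kinetic read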
FID counter = counter-screen for HCV NS3 helicase inhibitors: DNA intercalator displacement; DNA fluorescent intercalator displacement, fluorescence; inhibition, % at 7.9 µM; actives 0.17% (n = 290,000); AID 1845; in the data active = inhibition above about 37%;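 note: 0% = vehicle and 100% = reference compound; higher means more ethidium bromide displaced from hairpin DNA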
* marks the source's active call; other numbers are inactive results; . = not tested or not shown.

SMILES	IMP-1 inh	VIM-2 inh	V1R ag counter	GPR7 antagonist	PHOSPHO1 inh	GalR3 antag	HCV NS3 hel inh	OXTR agonist	FID counter
O=c1c2cc(N3CCOCC3)ccc2[nH]c(=S)n1CC1CCCO1 (stereo unspecified)	-3.6	-2.4	-0.6	-14	24	-3	1	1.0	-5
COc1cc2c(ccc3cc(OC)c(OC)c(O)c32)cc1O	.	.	0.4	.	22	-4	.	0.5	.
Cc1c(C(=O)N2CCCCC2)nnn1-c1nonc1N	0.7	-1.7	0.5	-6	3	-4	0	0.1	-3
CC(=O)Nc1nc2ccccc2n1Cc1ccccc1C	-4.7	-4.7	1.2	-11	48	-8	3	2.6	-9
COC(=O)c1c(F)c(F)c(NCCO)c(F)c1F	-0.4	0.8	-0.3	-3	25	-1	12	-0.6	-5
O=C1NC(=Nc2ccc(F)cc2)SC1Cc1ccc(F)cc1 (stereo unspecified)	-1.9	-1.1	-0.2	-15	2	-1	-1	-2.1	-19
COc1ccc(OC)c(Cc2nnc(CCC(=O)N3CCCCC3)o2)c1	0.8	-2.8	1.1	3	19	0	-7	0.5	-15
CCN(CC)CC(=O)N1CCCC(C(=O)c2ccccc2OC)C1 (stereo unspecified)	-1.0	0.1	-0.5	-9	52	-5	-5	-1.1	-1
CCCCS(=O)(=O)c1sc2nc(C)cc(C)c2c1N	-8.0	-0.6	2.0	-14	34	-3	-2	3.5	-8
Cc1nc(-c2ccccn2)sc1C(=O)Nc1ccc(Cl)c(Cl)c1	-2.8	-3.7	4.2	-4	-120	-4	-18	-0.5	-1
O=[N+]([O-])c1ccccc1CNC1CCCCCC1	-1.1	0.9	-0.1	12	34	-3	2	0.5	19
CC1(c2nnc(-c3ccccc3)o2)CC(c2cccc(Cl)c2)=NO1 (stereo unspecified)	.	.	1.2	.	26	-5	.	-0.4	.
CCN(c1ccccc1)c1nc(C#N)nc(N(CC)c2ccccc2)n1	-2.7	-3.0	-1.2	-20	30	0	-18	-1.4	-25
CN=c1scc(C)n1/N=C/c1ccc2c(c1)OCO2	1.7	-1.7	-1.1	-4	6	-7	0	-1.4	-4
CCOc1cc(/C=N/N=C(N)N)ccc1OCc1ccc(Cl)cc1	-0.4	-0.6	0.8	-9	-16	12	-64	-0.5	8
CC1Cc2cc(/C(O)=C3/C(=O)C(=O)N(Cc4ccco4)C3c3cccs3)ccc2O1 (stereo unspecified)	0.7	1.3	0.6	-6	6	-5	19	0.0	-24
CCN(Cc1ccccc1)C(=O)CCS(=O)(=O)c1ccc2c(c1)NC(=O)CO2	-2.5	-1.8	0.5	-4	11	-5	0	-0.8	-30
O=P(O)(CCc1ccccn1)CN1CCOCC1	-0.8	-0.5	0.1	8	-13	1	1	0.2	-1
CCOC(=O)CSc1nc2ccccc2c(=O)n1CC(C)C	-3.5	-4.3	-1.4	-3	11	-8	2	-2.4	-20
CC(C)CNc1nc(N)c([N+](=O)[O-])c(NC2CCCCC2)n1	-1.4	-2.6	-0.9	-14	26	-9	-16	-1.3	-2
O=C(NCCCN1CCOCC1)c1sc2cc([N+](=O)[O-])ccc2c1Cl	-0.6	0.6	2.8	-2	20	.	4	0.5	16
Cc1c(/C=N/NC(=O)c2cccs2)c2ccccc2n1Cc1ccccc1Cl	-1.5	-1.6	-0.1	-8	34	4	4	1.0	-3
CC1CC(=O)Nc2ccccc2N1S(=O)(=O)c1ccc(Br)cc1 (stereo unspecified)	-0.5	-1.1	-0.3	-12	2	1	3	-0.5	-1
Cc1cc(NC(=O)CSc2nc3ccccc3c(=O)n2-c2ccccc2)no1	-3.0	-0.7	-0.1	-14	-21	-4	2	-0.6	-1
Cc1cccc(OCCC(=O)Nc2cc(S(=O)(=O)N3CCCCC3)ccc2N2CCOCC2)c1	0.5	-3.0	0.3	-5	-18	-4	-6	-1.0	-7
COC(=O)c1ccc(Oc2coc3cc(OCc4cnn(-c5ccccc5)c4)ccc3c2=O)cc1	-2.4	-2.1	0.5	-9	38	0	32	2.1	-10
Cc1ccccc1Nc1c(-c2ccncc2)nc2ccc(Br)cn12	-2.7	-2.2	2.4	-6	-9	1	-10	0.7	-26
CCOC(=O)c1cc(S(=O)(=O)N2CCCC2)cn1C	-1.5	0.8	0.9	-15	29	-2	5	0.0	-7
CC1CN(C(=O)c2ccc(OC3CCN(Cc4ccccn4)CC3)cc2)CCN1C (stereo unspecified)	-0.9	0.6	2.8	-14	31	-1	10	0.9	7
CCN(CC)CCNc1c2c(c(C#N)c3nc4ccccc4n13)CCCC2	-0.7	2.4	-0.7	13	24	-4	6	-0.7	8
COc1ccc2[nH]c(=O)c(CN(CCc3ccccc3)C(C)=O)cc2c1	0.7	-1.6	1.1	-4	-27	-5	-1	1.6	-22
CCCn1c2c(c(O)c(C(=O)Nc3ncccc3O)c1=O)CCCC2	1.9	-4.3	-1.3	5	0	-5	-11	-2.0	-1
CC(NC(N)=O)C(=O)Nc1ccc(Cl)c(S(=O)(=O)Nc2ccc(Cl)cc2)c1 (stereo unspecified)	-2.4	-2.0	-0.6	14	40	-2	9	-0.4	-7
CCc1ccc(CN(C)C(C)C(=O)NCc2ccccc2)cc1 (stereo unspecified)	-3.0	-4.8	.	-3	33	-12	-8	.	-5
O=C(Cc1n[nH]c(=O)[nH]c1=O)N/N=C/CCc1ccccc1	-3.3	-3.2	0.8	-8	-5	-5	-5	0.2	-2
Cc1ccc2cc(CN(Cc3nnnn3C3CCCCC3)CC3CCCO3)c(=O)[nH]c2c1 (stereo unspecified)	-1.5	-1.7	-1.2	-14	7	-9	8	-2.6	-6
Cc1cc2nc(C)c(Cl)c(=O)n2[nH]1	-2.6	1.8	-0.5	24	44	-4	6	0.8	-7
[O-]/C(=C(\C(=S)NCc1ccccc1)[n+]1ccccc1)c1ccc(Cl)s1	-1.9	0.0	-0.8	-9	-10	-4	-2	-0.6	1
CN(Cc1ccccc1)Cc1nc2c(c(=O)n(C)c(=O)n2C)n1Cc1ccccc1Cl	-4.0	-4.7	-1.2	-2	31	-6	5	-2.8	-3
O=C(COC(=O)c1ccc2c(c1)S(=O)(=O)N=C1CCCCCN12)NCCc1ccc(F)cc1	-0.5	-0.3	0.8	-6	32	-4	-5	0.0	-3
CC1CCCCN1Cc1cnc(Cl)s1 (stereo unspecified)	-1.3	1.2	0.8	-23	-2	-1	-5	0.4	-4
CCN1C(=O)N(c2ccc(Cl)cc2)C(C)=CC1(C)C	-3.0	-3.3	11	-5	24	-3	-7	-1.8	-9
Cc1ccccc1NC1=C/C(=N\S(=O)(=O)c2ccc(C(=O)O)cc2)c2ccccc2C1=O	-0.6	0.0	0.8	-14	39	-6	7	-0.4	-12
CNC(=O)c1cc(C)c(-c2ccccc2)s1	-0.5	-1.4	-1.0	-7	14	-9	5	-0.6	-11
Cc1ccc(S(=O)(=O)N(C)/N=C2/C(=O)N(CC(=O)O)c3ccccc32)cc1	-1.6	-1.2	-0.2	-1	-3	2	13	0.1	-18
O=C(/C=C/c1ccccc1)NC(NC(=S)Nc1cccc(O)c1)C(Cl)(Cl)Cl (stereo unspecified)	-3.2	-1.5	1.1	5	-4	18*	7	1.2	-6
CC1=C(C(=O)Nc2ccccc2)C2(CCCCC2)C(C#N)=C(SCC(N)=O)N1	-2.7	-3.3	1.4	-3	4	-4	2	-1.2	-9
CCN(CC)CC(=O)Nc1ccc(Oc2ccc(NC(=O)CN(CC)CC)cc2)cc1	-2.2	-1.3	-0.1	9	-5	-8	1	0.1	22

Whole records, quoted from the list. Order of screens: IMP-1 inh	VIM-2 inh	V1R ag counter	GPR7 antagonist	PHOSPHO1 inh	GalR3 antag	HCV NS3 hel inh	OXTR agonist	FID counter
Listed for Cc1ccc(S(=O)(=O)N(C)/N=C2/C(=O)N(CC(=O)O)c3ccccc32)cc1 → -1.6	-1.2	-0.2	-1	-3	2	13	0.1	-18
Listed for Cc1ccccc1NC1=C/C(=N\S(=O)(=O)c2ccc(C(=O)O)cc2)c2ccccc2C1=O → -0.6	0.0	0.8	-14	39	-6	7	-0.4	-12
Listed for O=C(/C=C/c1ccccc1)NC(NC(=S)Nc1cccc(O)c1)C(Cl)(Cl)Cl (stereo unspecified) → -3.2	-1.5	1.1	5	-4	18*	7	1.2	-6
Listed for CN(Cc1ccccc1)Cc1nc2c(c(=O)n(C)c(=O)n2C)n1Cc1ccccc1Cl → -4.0	-4.7	-1.2	-2	31	-6	5	-2.8	-3

Going on with the list:
SMILES	IMP-1 inh	VIM-2 inh	V1R ag counter	GPR7 antagonist	PHOSPHO1 inh	GalR3 antag	HCV NS3 hel inh	OXTR agonist	FID counter
COc1ccc(CNC(=O)CN2C(=O)c3ccccc3C2=O)cc1	-3.1	-2.9	0.8	-3	10	-8	11	-1.0	-10
O=c1[nH]c(/C=C/c2ccccc2[N+](=O)[O-])nc2ccccc12	-4.8	-2.0	0.3	-9	-8	5	-2	0.5	-1
O=C(Cn1cc(C(=O)c2ccco2)c2ccccc21)NC1CCCC1	-1.8	-2.1	0.0	7	-1	-5	0	-0.2	-3
CCOc1ccc(N2C(=O)CS/C2=N/NC(=O)COc2ccc3ccccc3c2)cc1	-0.6	-2.2	1.7	-19	16	-1	20	3.2	-33
COC(=O)C1=C(C)NC(=O)C1(NS(=O)(=O)c1ccc(C)cc1)C(F)(F)F (stereo unspecified)	-3.9	-2.0	-0.1	-5	17	-6	0	0.8	-2
CCCCCOc1ccc(C(O)C(CN2CCOCC2)c2ccccc2)cc1 (stereo unspecified)	-3.0	-1.8	.	-14	8	-13	-50	.	4
Nc1nc(N)c2[nH]c(-c3ccccc3)nc2n1	-3.0	-4.3	.	-2	34	-2	-14	.	3
COc1ccc(NC(=O)Nc2c(C)n(-c3ccccc3)c(=O)n2C)cc1OC	-4.0	-4.7	-0.1	16	-7	-3	6	-0.5	-9
CCC(C)C(NC(C)=O)C(=O)NC(=O)NC(c1ccccc1)c1ccccc1 (stereo unspecified)	-1.9	-2.9	0.6	4	9	-6	2	-1.3	-32
CN(Cc1ccccc1)C(=O)CCc1ccccc1	-1.6	-0.2	0.9	-8	2	2	4	-1.6	-8
CC(C)(C)OC(=O)NN1CC(=O)N2Cc3ccccc3C[C@@H]2C1=O	-1.3	0.5	0.2	-5	.	-4	0	0.0	-8
COc1ccccc1N1CCc2c(C)nc3c(OC)cccc3c21	-2.3	12*	1.4	4	11	.	-11	0.9	1
Cc1ccc(CC(=O)O/N=C(\N)c2cccc([N+](=O)[O-])c2)cc1	-1.7	3.5	0.3	-4	-7	-2	-7	-0.9	4
O=C(O)c1ccc(S(=O)(=O)NCC2CCCO2)cc1 (stereo unspecified)	-4.5	-1.8	0.0	-6	24	11	-2	1.0	0
NC(=S)NN=C1c2cc(OCCN3CCOCC3)ccc2-c2ccc(OCCN3CCOCC3)cc21	-2.8	59*	0.9	-21	13	-10	10	-1.5	54*
CC(NC(=O)C(=O)NN=C1CCCCCCC1)c1ccccc1 (stereo unspecified)	-2.2	-1.7	-1.0	17	4	0	-3	-2.5	-5
CCOc1ccc(-c2nnc(NC(=O)c3ccc(OCC(C)C)c(OC)c3)o2)cc1	-4.7	-6.3	0.2	-12	-41	-4	9	0.2	-4
Cc1nc(SCc2ccc(Cl)cc2)ncc1C(=O)O	-4.7	-3.0	1.4	11	37	-6	7	-0.2	-8
O=C(CNC(=O)c1cccc(F)c1)OCc1cc(=O)n2cc(Br)ccc2n1	0.0	-0.1	3.4	-8	1	10	-6	1.4	-1
